Tcruzi prolif: T. cruzi intracellular proliferation inhibitors, primary screen, cell-based, beta-gal Tulahuen parasites, NIH3T3 host, luminescence | T. cruzi beta-gal in NIH3T3, GalScreen luminescence, 90 h | inhibition, % at 8.34 µM | 5.9% of 77,000 active | AID 624255, 2012;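 active = mean inhibition above about 93%, with at least 55% of replicates each passing it, limit read from the data, passing the limit was not always enough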
GASC1 inh: inhibitors of GASC-1 (KDM4C) histone demethylase, primary screen, biochemical, single concentration HTS; AID 720574, 2013; Lysine-specific demethylase 4C (Homo sapiens), Q9H3R0; GST-KDM4C 2-372, H3K9me3 peptide, LANCE TR-FRET; inhibition, % at 12.5 µM; 0.15% of 96,000 active;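 active = mean replicate inhibition above about 25%, with at least 55% of replicates also reaching it, limit read from the data, passing the limit was not always enough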
Target sequence (Q9H3R0 2-372 limits assumed): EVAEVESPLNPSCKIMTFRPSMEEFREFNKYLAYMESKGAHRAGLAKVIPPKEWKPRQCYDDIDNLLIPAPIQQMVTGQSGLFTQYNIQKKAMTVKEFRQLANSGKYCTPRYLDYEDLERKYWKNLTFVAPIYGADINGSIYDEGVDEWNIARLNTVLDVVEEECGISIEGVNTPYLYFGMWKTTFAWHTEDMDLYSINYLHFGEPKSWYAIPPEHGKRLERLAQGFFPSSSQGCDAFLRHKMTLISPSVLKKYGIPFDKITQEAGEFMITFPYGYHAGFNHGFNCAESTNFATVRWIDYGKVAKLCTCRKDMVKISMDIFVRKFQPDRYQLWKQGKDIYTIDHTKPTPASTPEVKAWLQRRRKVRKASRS
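reagent = H3K9me3 peptide substrate, Fe(II), 2-oxoglutarate | system = GST-tagged GASC-1 (JMJD2C) catalytic fragment, aa 2-372 | amount = enzyme final amount 10 nM | read-out = Fall in 671/618 emission ratio as inhibition | medium = HEPES buffer, pH 7.5, plus ascorbate | schedule = 30 min reaction, 60 min detection, RT | measured by = LANCE TR-FRET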
Pf Dd2 inh: P. falciparum Dd2 growth inhibitors, primary screen, SYBR Green fluorescence, single dose replicates | 72 h; stronger effect = lower value | activity change, % at 10 µM | 2.3% of 94,000 active; in the data active = activity change below about -80%
C diff growth: C. difficile growth inhibitors, primary screen, HTS | Clostridium difficile clinical isolate growth, OD600, 24 h; stronger effect = lower value | growth activity, negative = inhibition, % at 16 µg/mL (by protocol) | 0.25% of 86,000 active;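 active = mean growth activity at or below -80% and every replicate also at or below -80%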;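 also: 0% = DMSO wells and -100% = levofloxacin 16 µg/mL wells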
Starred values were filed as active, the others as inactive; . = no result given; & = joins results of further samples.

(1) CO[C@@H](CN(C)S(=O)(=O)c1cn(C)cn1)[C@H](C)CN(C(=O)Nc1ccc(C(F)(F)F)cc1)[C@@H](C)CO
(2) CN1C(=O)c2cc(NC(=O)NC3CCCC3)ccc2OC[C@@H]2O[C@@H](CC(=O)O)CC[C@@H]21
(3) N#Cc1ccc(-c2ccc([C@H]3[C@@H](CO)N4C(=O)CN(C(=O)Cc5ccccc5)C[C@@H]34)cc2)cc1
(4) CO[C@@H]1CN(C)C(=O)c2cc(NS(=O)(=O)c3ccccc3)ccc2OC[C@H](C)N(Cc2nccs2)C[C@H]1C
(5) CN1C(=O)c2cc(NC(=O)Nc3ccccc3F)ccc2OC[C@@H]2O[C@H](CC(=O)NCc3ccc(-c4ccccc4)cc3)CC[C@H]21
assay / compound | 1 | 2 | 3 | 4 | 5
Tcruzi prolif | 38 | -42 | . | 30 | 74
GASC1 inh | -2.6 | 2.0 | -1.5 | 2.2 | 2.7
Pf Dd2 inh | 21 | 7 | -85* | -42 | -71
C diff growth | . | 4 | -1 | . | 0

(6) CC(C)NC(=O)N(C)C[C@@H]1Oc2c(NS(C)(=O)=O)cccc2C(=O)N([C@H](C)CO)C[C@@H]1C
(7) C[C@H](CO)N1C[C@H](C)[C@H](CN(C)C(=O)Nc2cc(F)ccc2F)Oc2cc(C#CC3CC3)ccc2S1(=O)=O
(8) COCC(=O)N1[C@H](C#N)[C@H](c2ccc(C3=CCCCC3)cc2)[C@H]1CO
(9) O=C(Cc1ccncc1)Nc1ccc2c(c1)[C@@H]1C[C@H](CC(=O)N3CCOCC3)O[C@H](CO)[C@@H]1O2
(10) Cc1ccc(S(=O)(=O)N(C)C[C@@H]2Oc3ncc(-c4ccccc4)cc3C(=O)N([C@@H](C)CO)C[C@H]2C)cc1
assay / compound | 6 | 7 | 8 | 9 | 10
Tcruzi prolif | 26 | 117* | 67 | 24 | 66
GASC1 inh | -0.2 | -2.5 | -2.0 | 3.7 | -1.7
Pf Dd2 inh | 18 | -64 | 6 | 19 | -47
C diff growth | 0 | . | -4 | -2 | 4

By substructure: the entries above with a cyano group
(3) N#Cc1ccc(-c2ccc([C@H]3[C@@H](CO)N4C(=O)CN(C(=O)Cc5ccccc5)C[C@@H]34)cc2)cc1
(8) COCC(=O)N1[C@H](C#N)[C@H](c2ccc(C3=CCCCC3)cc2)[C@H]1CO
assay / compound | 3 | 8
Tcruzi prolif | . | 67
GASC1 inh | -1.5 | -2.0
Pf Dd2 inh | -85* | 6
C diff growth | -1 | -4

(more compounds)
(11) COc1ccc(S(=O)(=O)N(C)C[C@H]2OCCCC[C@@H](C)Oc3ccc(NC(=O)Nc4ccc(C(F)(F)F)cc4)cc3C(=O)N([C@@H](C)CO)C[C@@H]2C)cc1
(12) COc1cccc(S(=O)(=O)Nc2ccc3c(c2)[C@H]2C[C@H](CC(=O)O)O[C@H](CO)[C@H]2O3)c1
(13) CO[C@H]1CN(C)C(=O)c2cc(NC(=O)C3CC3)ccc2OC[C@@H](C)N(C(=O)CN(C)C)C[C@@H]1C
(14) C[C@@H]1CCCCO[C@H](CN(C)S(=O)(=O)c2cn(C)cn2)[C@H](C)CN([C@H](C)CO)C(=O)c2cc(NS(=O)(=O)c3ccc(F)cc3)ccc2O1
(15) C[C@H](NC(=O)[C@H]1[C@H](CO)[C@H]2Cn3c(cccc3=O)[C@H]2N1CCC(F)(F)F)c1ccccc1
assay / compound | 11 | 12 | 13 | 14 | 15
Tcruzi prolif | 80 | 24 | -14 | 70 | 13
GASC1 inh | -0.9 | -0.6 | -0.4 | -0.8 | 0.9
Pf Dd2 inh | -85* | 19 | 26 | -30 | -4
C diff growth | 2 | -5 | -1 | 6 | -1

(16) CO[C@@H]1CN(C)C(=O)c2ccc(NC(C)=O)cc2OC[C@H](C)N(Cc2ccccc2F)C[C@@H]1C
(17) COCC(=O)Nc1ccc2c(c1)OC[C@@H](C)N(Cc1cc(F)ccc1F)C[C@H](C)[C@@H](OC)CN(C)C2=O
(18) COc1ccc(NC(=O)Nc2ccc3c(c2)C(=O)N([C@@H](C)CO)C[C@H](C)[C@H](CN(C)C(=O)Nc2ccc(OC)cc2)O3)cc1
(19) C[C@@H](NC(=O)[C@H]1[C@H](CO)[C@H]2Cn3c(cccc3=O)[C@H]2N1CC1CCCCC1)c1ccccc1
(20) CCCNC(=O)C[C@@H]1C[C@@H]2c3cc(NC(=O)NC4CCCC4)ccc3O[C@@H]2[C@@H](CO)O1
assay / compound | 16 | 17 | 18 | 19 | 20
Tcruzi prolif | 9 | 107* | -21 | . | -33
GASC1 inh | -0.2 | 1.6 | -1.7 | -1.1 | -1.4
Pf Dd2 inh | -18 | -2 | -20 | -21 | 12
C diff growth | . | . | 0 | 10 | .

(21) C[C@H](CO)N1C[C@H](C)[C@@H](CN(C)Cc2ccc3c(c2)OCO3)Oc2cc(C#CCN(C)C)ccc2S1(=O)=O
(22) C[C@H]1CN([C@@H](C)CO)C(=O)c2cc(NC(=O)c3ccncc3)ccc2O[C@H]1CN(C)S(=O)(=O)c1cccs1
(23) COCCNC(=O)C[C@@H]1C[C@H]2c3cc(NS(=O)(=O)c4ccccc4)ccc3O[C@H]2[C@H](CO)O1
(24) C[C@H]1CN([C@@H](C)CO)C(=O)c2cccc(N(C)C)c2O[C@@H]1CN(C)Cc1ccc(Oc2ccccc2)cc1
(25) COc1ccc2c3c(n(C)c2c1)[C@H](CO)N(CC1CC1)CC31CN(C(=O)Nc2ccccc2)C1
assay / compound | 21 | 22 | 23 | 24 | 25
Tcruzi prolif | 103* | -13 | 19 | 44 | .
GASC1 inh | -0.4 | -0.8 | 0.9 | 1.5 | -0.5
Pf Dd2 inh | -16 | 5 | 3 | -30 | -29
C diff growth | 2 | . | . | 8 | -3

(26) C[C@@H]1CN([C@@H](C)CO)C(=O)c2cc(NC(=O)Nc3ccccc3)ccc2O[C@H]1CN(C)C(=O)NC1CCCCC1
(27) C[C@@H]1CN([C@H](C)CO)C(=O)c2cc(NC(=O)Nc3cccc4ccccc34)ccc2O[C@@H]1CN(C)C(=O)Nc1ccc(F)cc1
(28) O=C(C1CCC1)N1CC(=O)N2[C@H](C1)[C@H](c1ccc(Br)cc1)[C@@H]2CO
(29) CO[C@H]1CN(C)C(=O)c2ccc(NC(=O)NC(C)C)cc2OC[C@H](C)N(CC2CC2)C[C@@H]1C
(30) O=C(C[C@@H]1C=C[C@@H](NS(=O)(=O)c2ccc(F)cc2)[C@H](CO)O1)NCCN1CCCCC1
assay / compound | 26 | 27 | 28 | 29 | 30
Tcruzi prolif | . | -16 | . | -10 | -1
GASC1 inh | 0.6 | -1.4 | -0.8 | 1.6 | 1.6
Pf Dd2 inh | -3 | 11 | 34 | -24 | 6
C diff growth | -1 | 10 | 9 | . | 0

(31) COCC#Cc1ccc2c(c1)O[C@H](CN(C)Cc1ccncc1)[C@@H](C)CN([C@@H](C)CO)S2(=O)=O
(32) C[C@H](CO)N1C[C@H](C)[C@H](CN(C)S(C)(=O)=O)Oc2ccc(NS(=O)(=O)c3ccc(Cl)cc3)cc2C1=O
(33) CCC(=O)N(C)C[C@H]1Oc2cc(-c3ccccc3OC)ccc2S(=O)(=O)N([C@H](C)CO)C[C@H]1C
(34) CNC(=O)C[C@@H]1CC[C@H]2[C@@H](COC[C@H](O)CN2S(=O)(=O)c2ccccc2Cl)O1
(35) C[C@@H]1CCCCO[C@H](CN(C)C(=O)Nc2ccc(C(F)(F)F)cc2)[C@H](C)CN([C@@H](C)CO)C(=O)c2cc(NS(=O)(=O)c3cn(C)cn3)ccc2O1
assay / compound | 31 | 32 | 33 | 34 | 35
Tcruzi prolif | 54 | -22 | 60 | . | 18
GASC1 inh | 0.9 | -0.1 | 0.9 | -0.8 | -2.8
Pf Dd2 inh | 17 | 15 | -35 | 14 | -24
C diff growth | -1 | -2 | -1 | -6&-10 | 13

Given as a markdown table: 2 of the compounds above.
| No. | smiles | Tcruzi prolif | GASC1 inh | Pf Dd2 inh | C diff growth |
| --- | --- | --- | --- | --- | --- |
| 27 | C[C@@H]1CN([C@H](C)CO)C(=O)c2cc(NC(=O)Nc3cccc4ccccc34)ccc2O[C@@H]1CN(C)C(=O)Nc1ccc(F)cc1 | -16 | -1.4 | 11 | 10 |
| 9 | O=C(Cc1ccncc1)Nc1ccc2c(c1)[C@@H]1C[C@H](CC(=O)N3CCOCC3)O[C@H](CO)[C@@H]1O2 | 24 | 3.7 | 19 | -2 |

Next part.
(36) COc1ccccc1C(=O)Nc1ccc2c(c1)OC[C@@H](C)NC[C@H](C)[C@@H](OC)CN(C)C2=O
(37) C[C@H](CO)N1C[C@H](C)[C@H](CN(C)Cc2ccncc2)OCCCC[C@H](C)Oc2ccc(NS(=O)(=O)c3ccc(Cl)cc3)cc2C1=O
(38) COc1ccc(CN(C)C[C@@H]2OCCCC[C@H](C)Oc3ccc(NS(=O)(=O)c4ccc(F)cc4)cc3C(=O)N([C@H](C)CO)C[C@H]2C)cc1
(39) COc1ccccc1C#Cc1ccc([C@@H]2[C@@H](C#N)N(C(=O)C3CC3)[C@@H]2CO)cc1
(40) Cc1ccc(S(=O)(=O)N(C)C[C@@H]2Oc3ncc(Br)cc3C(=O)N([C@@H](C)CO)C[C@H]2C)cc1
assay / compound | 36 | 37 | 38 | 39 | 40
Tcruzi prolif | -16 | 72 | 65 | 80 | .
GASC1 inh | -1.5 | 0.5 | 0.6 | -1.2 | -1.0
Pf Dd2 inh | -18 | -24 | -45 | -3 | -30
C diff growth | -1 | 0 | 8 | -2 | 4

(41) O=C(C[C@@H]1CC[C@@H]2[C@H](COC[C@H](O)CN2CCc2ccccc2)O1)NCCCN1CCOCC1
(42) COc1ccc(CN(C)C[C@H]2OCCCC[C@H](C)Oc3ccc(NC(=O)NC4CCCCC4)cc3C(=O)N([C@@H](C)CO)C[C@@H]2C)cc1
(43) O=C(C[C@@H]1CC[C@H]2[C@@H](COC[C@H](O)CN2CC2CCCCC2)O1)NCc1ccc(Cl)cc1
(44) COC(=O)C[C@H]1CC[C@H]2[C@@H](COC[C@@H](O)CN2S(=O)(=O)c2ccccc2OC)O1
(45) Cc1ccc(-c2ccc([C@H]3[C@H]4CN(C(=O)Nc5ccccc5)CCCCN4[C@H]3CO)cc2)cc1
assay / compound | 41 | 42 | 43 | 44 | 45
Tcruzi prolif | -13 | 94 | 33 | -24 | 109*
GASC1 inh | 1.2 | -0.3 | 0.6 | -1.0 | -1.9
Pf Dd2 inh | 3 | -3 | -2 | . | 17
C diff growth | 8&-5 | 1 | . | 1&-8 | 49

(46) C/C=C/c1ccc([C@H]2[C@@H](CN(C)C(=O)c3ccccn3)N(C(C)=O)[C@H]2CO)cc1
(47) Cc1noc(C)c1S(=O)(=O)Nc1ccc2c(c1)C(=O)N([C@@H](C)CO)C[C@H](C)[C@H](CN(C)CC1CCCCC1)OCCCC[C@H](C)O2
(48) C[C@@H]1CN([C@H](C)CO)C(=O)c2cc(Br)cnc2O[C@H]1CN(C)C(=O)Nc1ccc2c(c1)OCO2
(49) CCCC#Cc1ccc([C@@H]2[C@@H](CO)N3C(=O)CN(S(=O)(=O)c4ccccc4C)C[C@@H]23)cc1
(50) COC(=O)N(C)C[C@@H]1OCc2cn(nn2)CCCC(=O)N([C@H](C)CO)C[C@H]1C
assay / compound | 46 | 47 | 48 | 49 | 50
Tcruzi prolif | 28 | 1 | 34 | . | -250
GASC1 inh | 5.5 | -1.9 | 2.5 | -1.5 | .
Pf Dd2 inh | 15 | -35 | 7 | -16 | -17
C diff growth | -1 | 3 | -8 | 2 | .

(51) COc1ccc(NC(=O)N2C[C@@H](O)COC[C@@H]3O[C@H](CC(=O)NC4Cc5ccccc5C4)CC[C@H]32)cc1
(52) C[C@@H]1CN([C@H](C)CO)C(=O)c2cccc(NC(=O)c3ccncc3)c2O[C@@H]1CN(C)C(=O)Nc1ccc(C(F)(F)F)cc1
(53) COCC(=O)Nc1ccc2c(c1)C(=O)N(C)C[C@H](OC)[C@H](C)CN(Cc1ccccc1)[C@@H](C)CO2
(54) C[C@H]1CCCCO[C@@H](CN(C)C(=O)c2ccncc2)[C@@H](C)CN([C@@H](C)CO)C(=O)c2cc(N(C)C)ccc2O1
(55) CCCNC(=O)Nc1ccc2c(c1)C(=O)N(C)[C@@H]1CC[C@H](CC(=O)NCc3ccccc3)O[C@H]1CO2
(56) CN(C)CCCNC(=O)C[C@@H]1CC[C@H]2[C@@H](COC[C@@H](O)CN2Cc2cccc(C(F)(F)F)c2)O1
(57) C[C@@H]1CN([C@@H](C)CO)C(=O)c2cccc(NC(=O)NC3CCCCC3)c2O[C@H]1CN(C)S(=O)(=O)c1ccc(F)cc1
(58) O=C(C[C@H]1CC[C@H]2[C@@H](COC[C@H](O)CN2CC2CCCCC2)O1)NCc1ccc(Cl)cc1
assay / compound | 51 | 52 | 53 | 54 | 55 | 56 | 57 | 58
Tcruzi prolif | 19 | 40 | -1 | 36 | 6 | 18 | 66 | 20
GASC1 inh | -0.1 | -1.4 | 0.1 | 0.9 | 0.3 | -0.2 | 0.4 | 0.5
Pf Dd2 inh | 5 | -20 | -62 | -17 | 4 | 4 | -5 | -10
C diff growth | . | -2 | . | 2 | -4 | 3 | -4 | .
